14-3-3 Bad inh = disrupts binding of bovine 14-3-3 zeta to phospho-Bad peptide. TR-FRET 14-3-3zeta/Dy647-pBad peptide displacement, 1 h. inhibition, % at 21.7 µM. P63103. 220,000 compounds, 0.71% hits;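 active = inhibition above about 70%, limit read from the data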;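 also: 0% = full 14-3-3 plus peptide FRET controls and 100% = background without 14-3-3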
Target sequence (P63103 whole entry, looked up): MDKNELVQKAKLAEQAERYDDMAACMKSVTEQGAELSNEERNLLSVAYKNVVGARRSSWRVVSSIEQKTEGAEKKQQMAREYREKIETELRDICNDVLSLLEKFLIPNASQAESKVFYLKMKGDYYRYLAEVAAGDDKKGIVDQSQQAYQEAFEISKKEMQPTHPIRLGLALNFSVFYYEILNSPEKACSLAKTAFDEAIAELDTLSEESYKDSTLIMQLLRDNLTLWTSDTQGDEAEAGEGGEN
FXIIa inh 1536 = blocks human coagulation factor XIIa protease activity. purified FXIIa, Boc-QGR-AMC fluorogenic substrate, 2 h. 220,000 compounds, 0.3% hits. P00748. inhibition, % at 5 µM; in the data active = inhibition above about 40%;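 also: 0% = enzyme with no compound and 100% = blank without enzyme; many of its hits are not listed in these tables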
Hck Nef HTS = inhibitors of human Hck kinase activated by Nef; AID 463187; inhibition, % at 20 µM; 220,000 compounds, 0.68% hits; Recombinant Hck-YEEI plus Nef, Z-Lyte FRET kinase assay; P08631;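 active = Hck-Nef kinase inhibition above about 50%, limit read from the data; inactive = inhibition below that limit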;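 also: 0% = DMSO with Hck plus Nef and 100% = Hck alone without Nef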
Runt-CBFb FRET = Runt domain-CBFb interaction inhibition. inhibition, % at 20 µM. AID 1496. Cerulean-Runt/Venus-CBFb FRET ratio 530/480, 1 h. 220,000 compounds, 0.46% hits. Q01196+Q13951;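 active = inhibition over about 50% at 20 µM in the single-dose screen, limit read from the data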;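 also: 0% = DMSO wells and 100% = excess unlabeled CBFb competitor control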
Target sequence (Q01196 whole entry, looked up, the tested form may be a part): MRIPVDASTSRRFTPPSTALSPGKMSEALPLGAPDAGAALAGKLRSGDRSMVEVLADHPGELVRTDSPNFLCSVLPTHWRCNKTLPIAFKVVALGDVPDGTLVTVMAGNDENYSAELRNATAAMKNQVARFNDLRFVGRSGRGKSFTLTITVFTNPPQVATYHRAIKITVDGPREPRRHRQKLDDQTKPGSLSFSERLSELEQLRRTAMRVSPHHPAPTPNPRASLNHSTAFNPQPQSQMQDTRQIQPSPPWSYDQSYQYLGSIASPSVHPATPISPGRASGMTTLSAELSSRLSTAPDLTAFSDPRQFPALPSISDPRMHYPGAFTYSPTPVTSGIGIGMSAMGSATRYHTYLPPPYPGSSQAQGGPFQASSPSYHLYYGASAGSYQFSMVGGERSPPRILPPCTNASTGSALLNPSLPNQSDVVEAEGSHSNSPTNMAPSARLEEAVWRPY
Target sequence (Q13951 whole entry, looked up, the tested form may be a part): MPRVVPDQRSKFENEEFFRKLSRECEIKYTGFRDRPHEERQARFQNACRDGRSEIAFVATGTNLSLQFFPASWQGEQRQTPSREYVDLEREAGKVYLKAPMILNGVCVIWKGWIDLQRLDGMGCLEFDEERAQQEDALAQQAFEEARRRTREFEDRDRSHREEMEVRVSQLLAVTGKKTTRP
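Assay system: Cerulean-Runt domain fusion protein, energy donor; Signal: fluorescence energy transfer, 422 nm excitation, 530/480 nm emission; Timing: 1 h compound exposure, room temperature; Control set: unlabeled CBFb; Medium: Tris buffer pH 7.5 with salts and BSA; Compound: single test concentration of 20 µM, 1% DMSO final; Probe or stimulus: Venus-CBFb 100 nM.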
FXIa inh = blocks human coagulation factor XIa protease activity | P03951 | purified FXIa, Boc-Glu-Ala-Arg-AMC fluorogenic substrate | inhibition, % at 5 µM | 220,000 compounds, 0.14% hits;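 active = inhibition of at least 40%; inactive = inhibition below 40%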;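 also: fluorescence of freed AMC excited at 355 nm; 0% = enzyme without compound and 100% = no enzyme blank; many of its hits are not listed in these tables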
thrombin 1536 = blocks human thrombin protease activity. AID 1046. P00734. inhibition, % at 5 µM. 220,000 compounds, 0.26% hits. alpha-thrombin, Boc-VPR-AMC fluorogenic substrate cleavage;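 active = inhibition at or above 40%; inactive = inhibition below 40%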;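 also: 0% = enzyme with no compound and 100% = wells without enzyme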
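Material: human alpha-thrombin protein. Incubation: reaction at ambient temperature. Technique: fluorescence of released AMC, ex 355 nm, em 460 nm. Control set: no-compound enzyme wells and no-enzyme blanks. Also added: Boc-VPR-AMC substrate, 15 µM final. Buffer or medium: pH 7.5 Tris (50 mM) with NaCl 150 mM, Tween 20 0.05%.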
Runt-SMMHC FRET = Runt domain-CBFb-SMMHC interaction inhibition; Q01196+Q13951; Cerulean-Runt/Venus-CBFb-SMMHC FRET ratio 530/480, 1 h; inhibition, % at 20 µM; 220,000 compounds, 0.74% hits;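 active = mean inhibition across duplicate retests at 20 µM reaching about 50%, limit read from the data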;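 also: 0% = DMSO wells and 100% = wells with excess untagged CBFb-SMMHC; inhibitors lower the FRET ratio by blocking Runt binding to CBFb-SMMHC; some results filed as inactive read as strong as hits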
KLK5 inh = blocks human kallikrein 5 protease activity | recombinant hK5, fluorogenic AMC substrate cleavage | inhibition, % at 5 µM | AID 873 | Q9Y337 | 210,000 compounds, 0.59% hits;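 active = inhibition of 40% or more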;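 also: 0% = enzyme controls without compound and 100% = no-enzyme blanks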
Wee1 stabilizer = blocks degradation of human Wee1 kinase | AID 1321 | HeLa Luc-Wee1K328M stability, luciferase luminescence; 100% = proteasome inhibitor MG132 effect | 220,000 compounds, 1.2% hits | reporter increase, % at 5 µM;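 active = activation above the mean of all tested compounds plus 3 SD, set per screening run, cut at about 8.8% in these data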;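 also: cells exposed to compound for 20 h before luminescence read; 0% = DMSO alone and 100% = MG132 at 30 µM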
An asterisk follows results filed as active; nt = not tested or not shown; [ ] = another dose, or the depositor's remark.

SMILES	14-3-3 Bad inh	FXIIa inh 1536	Hck Nef HTS	Runt-CBFb FRET	FXIa inh	thrombin 1536	Runt-SMMHC FRET	KLK5 inh	Wee1 stabilizer
Cc1ccc(OCc2nn3c(-c4ccco4)nnc3s2)cc1	-4	12	9	5	-1	1	4	-9	-1
O=C(COC(=O)CCS(=O)(=O)c1ccc(Cl)cc1)NCCc1ccccc1	-5	9	1	1	-5	-10	3	-11	0
CN1CC=C2C(C#N)=C(N)C(C#N)(C#N)C(c3cccc(Cl)c3Cl)C2C1 (stereo not given)	-5[fluorescence artefact?]	4	-2	31	-6	-6	62*	-1	1
O=C(NC1CCCc2ccccc21)C1CCCO1 (stereo not given)	-4	12	-1	0	1	-3	0	-17	0
O=C(NCc1ccccc1)C1=C[C@H](c2ccc3c(c2)OCO3)C[C@H](OCCCCO)O1	3	6	-10	0	1	-2	-7	1	0
Cc1ccccc1C(=O)NC(NC(=O)c1ccccc1C)c1cccc([N+](=O)[O-])c1	8	13	6	-1	3	-5	6	-13	-3
CNc1oc(-c2ccc(Cl)cc2)nc1C#N	-11	-24	4	-2	-10	-2	1	-53	5
COc1ccc2nc3sc(C(=O)NCc4cccs4)c(N)c3cc2c1	0	16	5	12	1	-3	22	-2	-1
COCCNC(=S)Nc1cccc2cnccc12	-8	5	6	0	0	0	2	2	-2
CCCc1nnc(SCC(=O)N2CCCC2)n1Cc1ccco1	-14	1	24	5	-4	-8	-2	-4	-1
CC(C)CCC1CC(CSC(=N)N)OC1=O (stereo not given)	2	1	3	0	4	-3	-8	-1	6
CN(C)CC(C)(C)CNC(C(=O)Nc1ccc(Cl)cc1C(F)(F)F)c1ccccc1 (stereo not given)	0	4	21	0	-5	-1	-6	-3	-2

Part of the list above, with two lines to a compound:
Below each compound: 14-3-3 Bad inh, FXIIa inh 1536, Hck Nef HTS, Runt-CBFb FRET, FXIa inh, thrombin 1536, Runt-SMMHC FRET, KLK5 inh, Wee1 stabilizer
> O=C(COC(=O)CCS(=O)(=O)c1ccc(Cl)cc1)NCCc1ccccc1
  -5, 9, 1, 1, -5, -10, 3, -11, 0
> CN1CC=C2C(C#N)=C(N)C(C#N)(C#N)C(c3cccc(Cl)c3Cl)C2C1 (stereo not given)
  -5[fluorescence artefact?], 4, -2, 31, -6, -6, 62*, -1, 1
> O=C(NC1CCCc2ccccc21)C1CCCO1 (stereo not given)
  -4, 12, -1, 0, 1, -3, 0, -17, 0
> O=C(NCc1ccccc1)C1=C[C@H](c2ccc3c(c2)OCO3)C[C@H](OCCCCO)O1
  3, 6, -10, 0, 1, -2, -7, 1, 0
> Cc1ccccc1C(=O)NC(NC(=O)c1ccccc1C)c1cccc([N+](=O)[O-])c1
  8, 13, 6, -1, 3, -5, 6, -13, -3

The listing continues:
SMILES	14-3-3 Bad inh	FXIIa inh 1536	Hck Nef HTS	Runt-CBFb FRET	FXIa inh	thrombin 1536	Runt-SMMHC FRET	KLK5 inh	Wee1 stabilizer
Cc1ccc(C)c(-c2cc(C(=O)NCc3cccs3)c3ccccc3n2)c1	0	18	1	-4	1	6	0	33	-1
Cc1ccc(N2CC(C(=O)Nc3ccccn3)CC2=O)cc1 (stereo not given)	9	16	0	-2	-1	-6	2	1	0
Cc1cc(-c2ccco2)n(CC(=O)NCc2ccco2)n1	11	4	1	2	-4	-11	0	11	-2
COCCN=C1Sc2nc3c(C)cccc3cc2CN1Cc1ccco1	8	11	-1	9	2	2	10	-2	-1
O=C(Nc1cccc(Cl)c1)c1csc(-c2ccccc2)n1	3	11	1	-2	11	-4	-10	17	7
CCC(C)NC(=O)C1CN(S(=O)(=O)c2ccccc2)CCN1S(=O)(=O)c1ccccc1 (stereo not given)	17[fluorescence artefact?]	41*	-1	-1	33	3	-63	0	1
Cc1c(C(=O)N2CCC(C)CC2)sc2ncnc(N(C)c3ccccc3)c12	4[fluorescence artefact?]	9	-2	-4	-2	0	7	3	-1
COc1ccc(-c2nc3ccncc3[nH]2)cc1OC	45	18	0	3	4	3	2	-4	2
CC1Cc2ccccc2N1C(=O)c1ccnc(C(C)(C)C)c1 (stereo not given)	-9	-2	4	-2	0	0	2	3	-1
CCCN(CCC)CCCNC(=O)C1c2cc(OC)c(OC)cc2C(=O)N(C)C1c1cccnc1 (stereo not given)	-20	15	27	3	1	-6	-1	-4	0
COc1ccc(C(=O)NC(C(=O)NCc2ccccn2)C(C)C)cc1 (stereo not given)	-4	-3	2	-2	-13	-6	-2	-28	-2
CCCCCCSc1nc(O)c(C2OC(=O)c3c2ccc(OC)c3OC)c(=O)n1-c1ccccc1 (stereo not given)	3	-2	2	-3	-1	-1	-3	11	-1
O=C(COc1ccc(Cl)cc1)N(Cc1ccccc1)c1ccccn1	4	9	0	-1	-2	2	0	0	6
COc1ccc(CNC(=O)c2ccccc2C(=O)O)cc1	-9	3	5	-3	3	-2	-2	-11	1
CCN1C(=O)C(CC(=O)Nc2ccc(F)cc2)N(CCCN2CCN(c3ccc(F)cc3)CC2)C1=S (stereo not given)	-20	13	22	-2	-1	3	3	-8	-3
Cn1c(=NC(=O)COc2ccccc2)sc2cc(F)cc(F)c21	5	7	9	3	-7	-2	1	15	2
Cc1cnc(C(=O)OCC(=O)N(Cc2ccccc2)C(C)C)cn1	10	5	-3	0	-1	-4	-5	-1	-1
Cc1nnc(SCC(=O)Nc2c(C)n(C)n(-c3ccccc3)c2=O)n1Cc1ccccc1	-1	0	14	0	0	-8	1	-8	-2
OCC1(Cc2ccc(Cl)cc2)CCN(Cc2ccccc2F)CC1	1	3	-2	1	-4	0	1	nt	-2
COc1ccc(C2CC(c3cccc(C)c3)n3nc(N)nc3N2)cc1 (stereo not given)	-4[fluorescence artefact?]	5	-5	2	-1	-7	3	-61	2
CC1(C)C2CCC(C2)C1C/C=N/NC(N)=S (stereo not given)	-15	4	8	0	-3	-7	3	-5	0
CN(C)CCN1C(=O)C(O)=C(C(=O)c2ccco2)C1c1ccccc1F (stereo not given)	-4	6	1	23	2	-2	-2	5	-1
CC(C(=O)NCc1ccccc1)N1C(=O)C2CC=C(Cl)CC2C1=O (stereo not given)	0	10	0	-5	-12	-18	-20	-14	-2
CC1CN(c2oc(-c3ccco3)nc2S(=O)(=O)c2ccccc2)CC(C)O1 (stereo not given)	-7	-9	1	-1	-12	-3	-1	-16	1
Cc1ccc(C(=O)NCc2nnc(SCC(=O)NC(C)c3ccccc3)n2C)cc1 (stereo not given)	-2	5	23	0	5	1	0	1	0
CCCCCC(=O)NNC(=S)NC(=O)c1ccc([N+](=O)[O-])cc1	-17	8	25	24	-2	4	3	-25	1
COc1ccc(NC(=O)CS(=O)CC(=O)NCc2cccc(C(F)(F)F)c2)cc1 (stereo not given)	-5	-8	2	-5	-11	-4	-2	-6	0
COc1ccc(NC(=O)c2[nH]ncc2[N+](=O)[O-])cc1	-11	6	18	0	2	-8	0	3	0
Cc1nn(-c2ccccc2)c(C)c1C(=O)OCC(=O)NC(=O)NC1CCCC1	12	28	0	-1	23	5	-8	1	8
COc1ccccc1CNC(=O)COC(=O)c1ccc(S(=O)(=O)N2CCCC2)cc1	-10	4	1	-2	-2	-2	-1	-3	0
COc1ccc2nc(NC(=O)Cn3cnc4ccccc4c3=O)sc2c1	43	15	15	-12	5	5	3	6	-1
COc1ccccc1/C=C/C(=O)c1ccc(Cl)cc1	-1	14	-1	-4	4	1	-9	-2	1
O=C(NC(=S)Nc1ccc2cn[nH]c2c1)c1ccccc1	2	11	9	4	-2	-10	0	1	1
CC(=O)c1ccc(N2CCN(C(=O)CCCc3nc4ccccc4s3)CC2)cc1	6	17	5	-2	6	2	-4	-5	1
COc1ccc(N/C=C2/Sc3ccccc3NC2=O)cc1	-22	8	26	61*	-14	0	54*	5	1
Cc1nc(-c2cccc(NS(=O)(=O)c3cccc4ccccc34)c2)cs1	9	8	2	1	-21	-1	0	5	-3
CCOc1ccc(NC(=O)CCC(=O)OC)cc1	-2	8	1	-2	-5	-13	-2	-15	-1
COc1ccc(N2C(=O)NC3CC2(C)Oc2ccc(Cl)cc23)cc1OC (stereo not given)	3	15	3	-1	1	-1	1	1	2
COc1cc2nc(=S)n(CCCN3CCOCC3)c(N)c2cc1OC	-4	30	19	3	28	36	5	16	2
Cc1ccc(Oc2ncnc(N)c2[N+](=O)[O-])cc1	-1	5	15	0	-2	-9	-2	-7	4
Cc1cc(NS(=O)(=O)c2ccc(NC(=O)CCc3ccccc3)cc2)no1	2	12	0	-1	3	-5	2	-2	3
CCn1c(Cc2ccccc2)nnc1SCC(=O)Nc1cc(C)on1	4	-3	0	-2	-4	-2	-7	5	2
Cc1sc(NC(=O)c2ccco2)c(C(Nc2ccccn2)c2ccccc2)c1C (stereo not given)	-9	11	-2	1	5	-5	2	-7	5
Cn1cnnc1Sc1ccc(C(=O)OCC(=O)Nc2cc(Cl)cc(Cl)c2)cc1[N+](=O)[O-]	86*[fluorescence artefact?]	-6	2	0	-2	-5	-1	-4	-2
COCCN1Cc2cccc(C(=O)NC3CCCCCC3)c2C1=O	4	6	4	-4	-6	-5	4	-9	-3
COc1cc(-c2nnc(SCC(=O)c3ccccc3)o2)cc(OC)c1OC	-1	17	0	-4	10	3	-5	-2	-1
CCc1ccc(S(=O)(=O)NCc2ccc(N3CCN(C)CC3)cc2)cc1	-1	1	8	2	-3	-6	-2	-4	2
CC(c1ccccc1C(O)c1ccccc1)N(C)C (stereo not given)	13	4	1	57*	-5	-19	0	-17	0
Cn1nnnc1SCCNCC#Cc1ccccc1	44[fluorescence artefact?]	8	0	1	-1	-4	4	-21	1
COc1ccccc1CNC(=O)c1ccc(OC(F)F)c(OC)c1	-1	9	0	0	1	-15	4	-4	1
Cc1onc(-c2ccccc2Cl)c1C(=O)N1CCc2ccccc21	13	8	0	0	-1	1	0	12	-4
COC(=O)[C@H](CCSC)NC(=O)N1CCC(C)CC1	-16	14	-20	-3	4	1	3	-10	0
O=C1C=C(O)C(n2cncn2)C(c2ccc3c(c2)OCO3)C1 (stereo not given)	-26	6	19	1	-2	1	-1	1	-2
COCCn1c(-c2ccc(OC)cc2)cnc1SCC(=O)Nc1ccc(OC)cc1OC	21	10	3	0	4	-5	-2	-4	1
CCN(CC)S(=O)(=O)c1ccc(N=N/C(C(C)=O)=C(/C)O)cc1	7	13	5	2	5	0	-4	-13	5
CC/C(C)=N\N=C\c1c(O)n(CC)c2cc(C3=NNC(=O)CC3)ccc12	-1	13	7	-4	2	3	-35	-3	0
CCOc1ccc(NC(=O)CSc2nc3cccnc3n2CC)cc1	3	-8	2	-2	0	1	0	-12	5
N#Cc1c(NC(=O)c2ccccc2)sc2c1CCCCC2	-24	4	6	-1	-5	-4	-2	-10	2
COCCNc1c2c(nc3c(-c4ccccc4)c(C)nn13)CCCC2	2[fluorescence artefact?]	1	3	-4	-4	-5	-3	-7	-2
CCc1nc(NCCN2CCOCC2)c(C#N)c2c1CCCC2	3	-8	-12	0	2	-2	-5	-17	0
Brc1ccc2c(c1)OCCOCCOCCOCCOCCO2	-2	-1	1	2	-5	-9	-2	-1	0

Screens deposited in PubChem BioAssay by several laboratories.
